esBAF inh – inhibitors of esBAF chromatin remodeling in mouse ES cells; 2% of 350,000 active; Bmi1-luciferase knock-in reporter, 24 h; 100% = twice the neutral-well signal; reporter increase, % at 12.5 µM; in the data active = activation above about 40%;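 also: 0% = median of the plate's neutral control wells and 100% = double that signal; a rise in the Bmi1 reporter signal indicates esBAF inhibition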
miR-122 sensor – miR-122 inhibition in Huh7 cells | Huh7 miR-122 Renilla luciferase sensor, 48 h; neutral wells = 0, positive control = 100 | activation (reporter increase), % at 12.5 µM | 0.3% of 340,000 active;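 active = mean replicate activation score at least 90 and every replicate individually at or above 90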;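 also: higher luciferase means less miR-122 activity so hits act as miR-122 inhibitors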
Cneo AK release – Cryptococcus neoformans lysis via adenylate kinase release | AID 651654 | C. neoformans lysis, adenylate kinase release luminescence, 4 h; normalised: neutral wells 0, clomiphene wells 100 | lysis activity, % at 15 µM | 0.2% of 360,000 active;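 active = mean lysis activity across replicates of at least 80%, whatever share of replicates individually reach that level; inactive = mean lysis activity below 80%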
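Assay system: log-phase C. neoformans yeast / Quantity: yeast cell density of 5 × 10^6 cells/mL / Medium: fresh YPD growth medium / Compound: single dose / Timing: static 4 h at 37 °C with compound, 1 h detection / Measured by: adenylate kinase release luminescence / Read-out: lysis from increased AK signal / Benchmarks: Clomiphene as positive lysis control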
ERp5 inh – blocks human ERp5 reductase activity on insulin; ERp5 insulin aggregation, absorbance 650 nm, 90 min; inhibition, % at 9.99 µM; 0.05% of 350,000 active; AID 651711;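 active = mean replicate inhibition above about 25%, with every replicate also reaching it, limit read from the data, passing the limit was not always enough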
Target sequence (Q15084 whole entry, looked up): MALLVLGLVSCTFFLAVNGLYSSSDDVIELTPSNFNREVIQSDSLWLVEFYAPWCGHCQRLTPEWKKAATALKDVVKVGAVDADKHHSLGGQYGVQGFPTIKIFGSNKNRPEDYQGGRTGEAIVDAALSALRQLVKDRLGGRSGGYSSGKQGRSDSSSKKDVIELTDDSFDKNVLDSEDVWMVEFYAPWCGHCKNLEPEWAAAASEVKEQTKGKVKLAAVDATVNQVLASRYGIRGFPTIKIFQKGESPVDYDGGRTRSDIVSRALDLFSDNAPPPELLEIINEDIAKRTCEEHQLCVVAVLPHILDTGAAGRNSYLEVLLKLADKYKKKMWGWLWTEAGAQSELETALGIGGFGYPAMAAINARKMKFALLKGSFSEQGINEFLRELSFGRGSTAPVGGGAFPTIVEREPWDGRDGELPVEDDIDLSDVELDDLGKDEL
SIRT5 block – inhibitors of human sirtuin-5 desuccinylase; Q9NXA8; Purified SirT5, succinyl-peptide AMC, trypsin-coupled fluorescence; inhibition, % at 15 µM; 1.1% of 330,000 active; AID 652115; in the data active = inhibition above about 15%
Target sequence (Q9NXA8 whole entry, looked up): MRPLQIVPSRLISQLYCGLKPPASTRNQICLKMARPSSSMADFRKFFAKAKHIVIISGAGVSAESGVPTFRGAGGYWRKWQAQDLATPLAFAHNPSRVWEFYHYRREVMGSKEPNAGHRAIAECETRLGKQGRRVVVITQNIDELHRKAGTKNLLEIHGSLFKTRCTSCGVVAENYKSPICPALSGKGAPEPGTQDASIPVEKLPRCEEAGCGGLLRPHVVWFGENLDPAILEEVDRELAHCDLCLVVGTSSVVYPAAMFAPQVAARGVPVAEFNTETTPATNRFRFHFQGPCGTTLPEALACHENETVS
C2C12 statin – suppressors of simvastatin-induced myotoxicity in C2C12 myotubes | ATP luminescence, 48 h; scaled: DMSO 0, geranylgeraniol control 100 | rescue of ATP level, % at 7.49 µM | 0.78% of 330,000 active | AID 602340;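 active = mean ATP rescue above about 67%, or every replicate alone reaching that limit, limit read from the data, passing the limit was not always enough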;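 also: myotubes were challenged with 10 µM simvastatin during compound exposure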
ARNT TACC3 PPI – disruptors of human ARNT/TACC3 interaction. 0.66% of 390,000 active. inhibition, % at 9.99 µM. AlphaScreen His-ARNT PAS-B/GST-TACC3 binding, luminescence; TACC3 fragment carries E629A point mutation. AID 623870;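 active = mean inhibition of replicates at least 50% and at least half of replicates each reaching 50%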;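 also: 0% = complete ARNT plus TACC3 wells and 100% = ARNT alone without TACC3; many hits fall short of the cut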
* = called active by the depositor; nt = not tested or not shown; [ ] = remark or other dose.

SMILES	esBAF inh	miR-122 sensor	Cneo AK release	ERp5 inh	SIRT5 block	C2C12 statin	ARNT TACC3 PPI
C[C@@H]1CN([C@@H](C)CO)C(=O)Cc2cc(NC(=O)C3CCCCC3)ccc2O[C@H]1CN(C)C	-3	2[16.7 µM]	0	-7	-2	3	-11
CCN1C[C@@H]2[C@@H]3C(=O)N(Cc4ccccc4)C(=O)[C@@H]3[C@](Cc3ccccc3)(C1=O)N2C(=O)c1ccc(Cl)cc1	-3	59	2	1	-5	8	1
CC(C)(C)c1nc(NCCO)c2nnn(Cc3ccccc3)c2n1	4	nt	0	0	0	-11	0
COc1ccc(NC(=O)CSc2nnc3ccc(-c4cccnc4)nn23)c(OC)c1	0	-4	1	3	-4	-9	-15
CS(=O)(=O)Nc1ccc2c(c1)[C@H]1C[C@@H](CC(=O)NCc3ccncc3)O[C@@H](CO)[C@H]1O2	0	5[16.7 µM]	54	-7	6	-1	6
Cc1nnc(SCC(=O)NCC2CCCCC2)n(N)c1=O	-6	3	2	nt	nt	-2	-37
Cc1c(Cl)cccc1NC(=O)CSc1nc(=O)n(CCCN2CCOCC2)c2c1CCC2	3	-3	12	1	-6	11	0
CN(C)C(=O)c1ccc(-c2ccc([C@H]3[C@H]4CN(CCC(F)(F)F)CCCCN4[C@H]3CO)cc2)cc1	15	54[16.7 µM]	85*	9	5	-11	0
CCNC(=S)N1C2CCC1CC(NC(=O)Nc1ccc(C(=O)OCC)cc1)C2 (configuration not stated)	-13	-3	0	0	-1	5	1
COc1ccc(C(C)(NC(C)=O)c2nc(-c3ccc(F)cc3OC)cs2)cc1 (configuration not stated)	-3	-3	-5	-2	nt	0	nt
CC(C)NS(=O)(=O)c1ccc2c3c(cccc13)CC2	nt	nt	nt	13	5	nt	7
CN(C)CCN1C(=O)c2oc3ccccc3c(=O)c2C1c1ccc(F)cc1 (configuration not stated)	8	3	0	nt	nt	-4	-3
O=C1CC(N2CCC(O)(c3ccc(Cl)cc3)CC2)C(=O)N1Cc1ccc(N2CCCC2=O)cc1 (configuration not stated)	9	-9	0	nt	nt	13	-2
Fc1ccccc1CN1CCCC(NC2CCC2)C1 (configuration not stated)	-5	3	-2	6	-1	-9	nt
C[C@@H]1CCCCO[C@@H](CN(C)C(=O)Nc2ccc(C(F)(F)F)cc2)[C@H](C)CN([C@H](C)CO)C(=O)c2cc(NC(=O)Nc3ccccc3)ccc2O1	6	-5[16.7 µM]	-1	4	8	nt	-5
CC12CC3CC(C)(C1)CC(C(=O)NCc1ccco1)(C3)C2	-6	-4	nt	4	3	4	1
CNc1ccccc1C(=O)OC(C)C(=O)Nc1ccc(Cl)cn1 (configuration not stated)	-8	nt	-19	-3	5	-79	nt
COC(=O)c1ccc(Cn2nnc3c(=O)[nH]c(C4CCCN(S(=O)(=O)c5ccc(C)cc5)C4)nc32)cc1 (configuration not stated)	0	-3	0	nt	1	-7	-1
Cc1ccc(S(=O)(=O)Nc2ccc3c(c2)C(=O)N([C@H](C)CO)C[C@@H](C)[C@@H](CN(C)S(=O)(=O)c2ccc(F)cc2)OCCCC[C@@H](C)O3)cc1	-2	-10[16.7 µM]	0	3	12	nt	21
CC(C)c1nn2c(=O)cc(CSc3ccccc3NC(=O)c3ccccc3F)nc2s1	0	14	-3	3	0	0	9
O=C(Nc1cccs1)Nc1cccnc1Cl	23	19	-1	2	1	1	-1
CC(C)C[C@H](NC(=O)[C@@H]1Cc2c([nH]c3ccccc23)C2c3ccccc3C(=O)N21)C(=O)N1CCC[C@@H]1C(=O)O (some centres not stated)	-2	3	-1	11	nt	-2	-11
CCCc1cc(CN2CCOCC2)c(O)c(CN2CCOCC2)c1O	nt	nt	nt	-1	-2	nt	-5
O=C(NCc1ccccc1Cl)c1csc([C@@H]2O[C@H](CO)[C@@H](O)[C@H]2O)n1	-5	-5	-1	6	nt	4	nt
CC1=C(C(=O)OC2CCCCC2)C(c2ccc(C)o2)C2=C(CC(C)(C)CC2=O)N1 (configuration not stated)	5	-16	2	nt	nt	-13	3
COc1cccc(NC(=O)CN2C(=O)c3cccnc3Oc3ccc(Cl)cc32)c1	17	1	-1	1	nt	-14	1
Cc1ccccc1-n1nc2c(c1NC(=O)c1cccs1)CS(=O)(=O)C2	-11	-6	0	-1	-6	4	-3
Cc1ccc2c(c1)nnn2C1CCN(CC(=O)NCc2ccccc2F)CC1	-10	-19	nt	-4	-6	7	1
O=C(COc1ccc(Cl)cc1Cl)N(C1CCCCC1)C1CCS(=O)(=O)C1 (configuration not stated)	-8	nt	-2	1	-1	-4	-1
CC(C)(C)CN1CCN(CCCc2ccccc2)C(CCO)C1 (configuration not stated)	4	8	6	3	-1	12	5
CCOC(=O)c1cc(-c2cc(OC)c(OC)c(OC)c2)nc2c1c(=O)[nH]c(=O)n2Cc1ccccc1	nt	nt	nt	-10	20*	nt	0
Cc1noc(C)c1C(=O)Nc1nc2ccc(Cl)cc2s1	31	4	-19	4	1	-27	-3
C[C@@H]1CN([C@H](C)CO)C(=O)CCCn2cc(nn2)CO[C@H]1CN(C)Cc1cccnc1	-1	1[16.7 µM]	-6	-5	-7	1	-1
O=S(=O)(Cc1ccccc1Cl)c1ncn[nH]1	nt	-1	0	-5	-9	nt	nt
Cc1ccc(C(=O)C(C)OC(=O)C2CCN(c3ccc(C(F)(F)F)cn3)CC2)cc1C (configuration not stated)	5	-2	0	4	-1	-9	-1
COc1ccc(-c2cnc3c(c2)C(=O)N([C@H](C)CO)C[C@H](C)[C@@H](CN(C)Cc2ccccn2)O3)cc1	-2	6[16.7 µM]	-2	4	3	5	5
COc1ccc(Br)c(/C=N/NC(=O)COc2ccc(-c3ccccc3)cc2)c1	-5	-5	-1	nt	nt	28	-2
Cc1ccc(-n2ncc3c(=O)n(CC(N)=O)cnc32)cc1C	11	-2	-1	0	0	5	-2
COc1ccc(NC(=O)Nc2ccc3c(c2)C(=O)N([C@@H](C)CO)C[C@@H](C)[C@H](CN(C)C(=O)Nc2ccccc2)OCCCC[C@H](C)O3)cc1	-3	2[16.7 µM]	-3	0	8	-14	-5
CCCn1c(C(C)NC(C)=O)nc2ccccc21 (configuration not stated)	-4	2	0	2	-4	25	-15
CN1C(=O)C2(OCCCO2)c2cc(Cl)ccc21	-5	-3	0	0	0	2	-9
CC(=O)C1=C(O)C(=O)N(c2cccc(C(=O)O)c2)C1c1ccc(F)cc1 (configuration not stated)	nt	-8	1	7	1	nt	0
C[C@]12c3[nH]c4cc(-c5ccco5)ccc4c3CCN1C(=O)[C@@H](CC(=O)NCCC1=CCCCC1)C[C@@H]2C(=O)N1CCCCC1	8	-1	3	-1	6	0	-2
O=S(=O)(CCN1CCN(c2ccccc2O)CC1)c1ccc(Cl)cc1	-9	-8	20	-2	0	9	nt
COCCCn1c(SCC(=O)NC2CCS(=O)(=O)C2)nnc1-c1ccc(Cl)cc1 (configuration not stated)	-5	nt	-2	7	-7	0	-1

Laid out differently: entries from further up
mol,esBAF inh,miR-122 sensor,Cneo AK release,ERp5 inh,SIRT5 block,C2C12 statin,ARNT TACC3 PPI
CN1C(=O)C2(OCCCO2)c2cc(Cl)ccc21,-5,-3,0,0,0,2,-9
O=S(=O)(CCN1CCN(c2ccccc2O)CC1)c1ccc(Cl)cc1,-9,-8,20,-2,0,9,nt
CCOC(=O)c1cc(-c2cc(OC)c(OC)c(OC)c2)nc2c1c(=O)[nH]c(=O)n2Cc1ccccc1,nt,nt,nt,-10,20*,nt,0
CCCn1c(C(C)NC(C)=O)nc2ccccc21 (configuration not stated),-4,2,0,2,-4,25,-15
Cc1ccc(C(=O)C(C)OC(=O)C2CCN(c3ccc(C(F)(F)F)cn3)CC2)cc1C (configuration not stated),5,-2,0,4,-1,-9,-1
O=S(=O)(Cc1ccccc1Cl)c1ncn[nH]1,nt,-1,0,-5,-9,nt,nt
Cc1ccc(-n2ncc3c(=O)n(CC(N)=O)cnc32)cc1C,11,-2,-1,0,0,5,-2

The list goes on:
SMILES	esBAF inh	miR-122 sensor	Cneo AK release	ERp5 inh	SIRT5 block	C2C12 statin	ARNT TACC3 PPI
COc1cccc(-c2cnc3c(c2)C(=O)N([C@H](C)CO)C[C@@H](C)[C@@H](CN(C)C(=O)Nc2c(C)noc2C)O3)c1	-5	6[16.7 µM]	1	-2	12	-15	0
C/C(=N\NC(=O)c1cc(-c2cccs2)nc2ccccc12)c1ccccn1	-60	151*	-3	2	-2	-29	73*
CCC(O)CNc1nc(-n2nc(C)cc2C)nc2sc3c(c12)CC(C)(C)OC3 (configuration not stated)	nt	-4	2	-3	0	nt	-12
CC(C)c1ccccc1-n1c(SCC(=O)N2CCN(c3ccccc3)CC2)nnc1-c1cccnc1	6	-3	0	nt	nt	-34	3
CC(=O)C1=C(O)C(=O)N(c2nccs2)C1c1ccccc1F (configuration not stated)	nt	nt	nt	3	5	nt	-3
C[C@H](CO)N1C[C@H](C)[C@H](CN(C)CC2CCCCC2)Oc2ccc(NC(=O)Nc3ccc(C(F)(F)F)cc3)cc2CC1=O	2	-4[16.7 µM]	1	-11	-2	-4	-15
Cc1c(-c2cccc(NC(=O)c3ccco3)c2)nc2ncccn12	nt	nt	nt	-6	-63	nt	13
CO[C@H]1CN(C)C(=O)c2ccc(NC(=O)NC(C)C)cc2OC[C@@H](C)N(C(=O)NC(C)C)C[C@H]1C	-4	-11[16.7 µM]	-3	3	0	-6	22
COc1ccc(NC(=O)c2ccc(NC(=O)CN3CCC(C(N)=O)CC3)cc2)cc1	nt	-4	-3	4	nt	-2	-5
CC(C)c1nc(SCC(=O)Nc2ccc3c(c2)OCCO3)c2c(=O)n(C)c(=O)n(C)c2n1	12	-5	-1	-4	0	-6	-2
COc1ccc(OCC(=O)N2CCN(C(=O)c3ccc(F)cc3)CC2)cc1	-4	-6	-4	3	-3	6	6
O=C(NCc1ccc(Cl)cc1)c1ccncc1	2	2	-1	1	4	3	-3
CC1(C(=O)NS(=O)(=O)C2CC2)CCCN(C(=O)c2cccc(OC(F)(F)F)c2)C1 (configuration not stated)	0	nt	4	0	nt	4	nt
OC(c1ccc(F)c(F)c1)c1ncc(-c2ccc(F)cc2)[nH]1 (configuration not stated)	19	22	0	-1	5	4	nt
CC1=NN(c2ccccc2)C(=O)/C1=C\c1cn(-c2ccccc2)nc1C	nt	nt	nt	1	-2	nt	-3
O=C(CSc1ccncc1)Nc1ccc(S(=O)(=O)Nc2nccs2)cc1	-4	-6	nt	-4	nt	-4	-2
COC(=O)c1cn(CCNC(=O)[C@H](Cc2ccccc2)NS(=O)(=O)c2ccc(C)cc2)nn1	nt	nt	2	0	7	nt	nt
COC(=O)c1ccc(CSc2cc(C)c3ccccc3n2)o1	nt	nt	nt	6	-3	nt	-1
COc1ccc(N(CC(=O)Nc2ccccc2C)S(=O)(=O)c2c(C)[nH]c(=O)[nH]c2=O)cc1	nt	nt	2	2	-2	nt	2
COc1ccc(C2CC(c3cccc(C)c3)n3ncnc3N2)cc1 (configuration not stated)	-3	-2	4	1	2	6	nt
CC(=O)c1cccc(CN2CCCC(C(=O)Nc3cccc(-n4cccn4)c3)C2)c1 (configuration not stated)	nt	nt	1	1	-3	nt	-12
CC(=O)Nc1ccc(NC(=O)C(C)OC(=O)CCCOc2ccc(Cl)c(C)c2)cc1 (configuration not stated)	nt	-4	-2	-10	-3	nt	4
C[C@@H]1CN([C@H](C)CO)C(=O)CCCn2cc(nn2)CO[C@H]1CN(C)CC1CCCCC1	-2	2[16.7 µM]	4	-1	0	14	-6
NCCCn1cnc2ccccc21	nt	14	nt	2	-1	nt	-3
CCCc1nc2ccc(NC(=O)c3cccs3)cc2c(=O)n1Cc1ccccc1Cl	nt	nt	nt	-5	-4	nt	11

Bioassay records as filed in PubChem.

This is a random part of the collection, and some 4% of all compounds hit somewhere here.
